M1 ag: M1 muscarinic receptor agonists, primary screen, CHO-M1 cells, Fluo-4 calcium, agonist mode | Fluo-4 calcium fluorescence; active compounds read high | B-score at 10 µM | Muscarinic acetylcholine receptor M1 | 64,000 compounds, 3% hits | AID 626, 2007;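 active means fluorescence rise, raw or as B-score row- and column-corrected plate score, outside the 99.7% band of its plate's samples, either direction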
HEK293 NFkB inh: inhibitors of PMA/ionomycin-induced NF-kB reporter, primary screen, antigen receptor NF-kB inhibitor project, cell-based, HEK-293 luciferase reporter, luminescence; HEK-293 NF-kB luciferase reporter; inhibition, % at 3 µM; 62,000 compounds, 0.21% hits;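 active means inhibition above the mean of all tested compounds plus 3 SD, cut at about 40% in these data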;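 further: 0% = stimulated DMSO wells and 100% = 10 µM reference inhibitor 5653914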
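Reagent: PMA plus ionomycin mix as NF-kB-activating stimulus. Assay system: NF-kB luciferase reporter HEK-293 cells. Technique: luminescence from luciferase substrate reagent. Incubation: 1 h compound pre-incubation, 16 h PMA/ionomycin at 37 °C. Benchmarks: DMSO only as uninhibited control, 10 µM reference inhibitor as full inhibition. Repeats: tested once.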
S1P1 ag pot: S1P1 agonists and agonism potentiators, primary screen, cell-based, primary and confirmation screens, CRE-bla reporter; 56,000 compounds, 0.57% hits; activation, % at 9.5 µM; Sphingosine 1-phosphate receptor 1 (Homo sapiens), P21453; S1P1 CRE-bla cells, forskolin, beta-lactamase FRET, potentiator mode; S1P1 agonist co-added at EC20, 2 nM; 100% = saturating reference agonist, 0% = basal;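 active means activation above a cutoff set at the mean activation of all tested compounds plus 3 SD, cut at about 54% in these data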;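 further: forskolin at 4 µM as EC80 and the EC20 agonist is SEW2871; 100% = SEW2871 at its EC100 plus forskolin at EC80; some compounds past the cut are filed as inactive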
Target sequence (P21453 whole entry, looked up): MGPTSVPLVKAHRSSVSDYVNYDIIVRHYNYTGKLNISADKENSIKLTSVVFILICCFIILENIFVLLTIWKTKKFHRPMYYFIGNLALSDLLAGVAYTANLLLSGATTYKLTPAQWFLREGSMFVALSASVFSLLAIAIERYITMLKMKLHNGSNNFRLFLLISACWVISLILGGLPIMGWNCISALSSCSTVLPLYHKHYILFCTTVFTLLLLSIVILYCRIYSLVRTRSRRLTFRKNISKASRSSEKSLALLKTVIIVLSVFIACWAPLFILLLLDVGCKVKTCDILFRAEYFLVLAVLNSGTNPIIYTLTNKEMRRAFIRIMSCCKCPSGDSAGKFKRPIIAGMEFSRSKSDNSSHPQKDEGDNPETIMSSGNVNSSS
Her2 expr inh: inhibitors of Her2 protein expression, primary screen, SKBR-3 cells, AlphaScreen, 66K library | HER2 level % of control, % at 10 µM | Receptor tyrosine-protein kinase erbB-2 (Homo sapiens), P04626 | SKBR-3 HER2 protein level, 18-24 h; active compounds read low | 65,000 compounds, 0.69% hits;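 active means HER2 level under 5% of the carrier-only control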;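 further: 100% = DMSO carrier and 0% = 500 nM PU-H71 HSP90 inhibitor; lower value means stronger loss of Her2 protein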
Jurkat tox 60K: cytotoxicity toward Jurkat T cells, primary screen, cytotoxicity control, cell-based, Jurkat E6.1, 60K MLSMR library; Jurkat E6.1 viability, ATP luminescence, 48 h; 56,000 compounds, 1.2% hits; inhibition, % at 4 µM;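 active means inhibition above the mean inhibition of all tested compounds plus 3 SD, cut at about 28% in these data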
S1P3 ag: human S1P3 receptor agonists, primary screen, cell-based, primary and confirmation, NFAT-BLA reporter; S1P3 NFAT-BLA reporter cells, agonism, FRET ratio; relative to 1 µM S1P, basal subtracted; activation, % at 4.5 µM; AID 373, 2006; Sphingosine 1-phosphate receptor 3 (Homo sapiens), Q99500; 60,000 compounds, 0.1% hits;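 active means activation above the screen-wide mean plus 3 SD, cut at about 4.5% in these data, passing the limit was not always enough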; further: some compounds called inactive have numbers as strong as hits
Target sequence (Q99500 whole entry, looked up): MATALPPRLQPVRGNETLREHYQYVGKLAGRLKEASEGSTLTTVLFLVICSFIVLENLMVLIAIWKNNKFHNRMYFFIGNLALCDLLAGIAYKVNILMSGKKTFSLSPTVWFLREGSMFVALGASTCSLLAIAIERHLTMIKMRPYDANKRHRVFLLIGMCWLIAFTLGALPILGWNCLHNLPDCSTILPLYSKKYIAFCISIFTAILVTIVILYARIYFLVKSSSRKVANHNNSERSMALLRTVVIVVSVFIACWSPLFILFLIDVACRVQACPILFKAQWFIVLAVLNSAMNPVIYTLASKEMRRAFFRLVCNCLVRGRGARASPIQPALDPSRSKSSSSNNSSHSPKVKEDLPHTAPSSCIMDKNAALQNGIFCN
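Benchmarks: high control 1 µM S1P / System: stable CHO line with human S1P3, Gα16, NFAT-BLA reporter / Dosing: single compound concentration, 4.5 µM final / Timing: 4 h compound at 37 °C, 2 h substrate at RT / Measured by: FRET β-lactamase substrate fluorescence, excitation 405 nm, 460/535 nm emission ratio, background-subtracted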
HTR1E agonist: 5-HT1E receptor agonists, primary screen, cell-based, HTS. activation, % at 6 µM. 5-hydroxytryptamine receptor 1E (Homo sapiens), P28566. CHO 5-HT1E Ga15 NFAT-bla reporter, FRET; 0% DMSO wells, 100% control agonist wells. 65,000 compounds, 0.69% hits;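 active means activation above a set limit, the screen-wide mean activation plus 3 SD, cut at about 8.5% in these data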;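 further: 100% = positive control agonist at 1 µM giving full maximal response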
M1 antag: antagonists of rat M1 muscarinic receptor. Muscarinic acetylcholine receptor M1 (Rattus norvegicus), P08482. CHO-M1 cells, Fluo-4 calcium, ACh EC80 antagonist mode; active compounds read low. B-score at 10 µM. 64,000 compounds, 3.4% hits. AID 628, 2007;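 active means calcium fluorescence response, raw or row-and-column corrected B-score, differing from the plate sample mean either way at a set confidence level, mostly lower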
HTR1E antagonist: 5-HT1E receptor antagonists, primary screen, cell-based, HTS; 5-hydroxytryptamine receptor 1E (Homo sapiens), P28566; CHO 5-HT1E Ga15 NFAT-bla reporter, FRET, antagonist; inhibition, % at 6 µM; 65,000 compounds, 0.99% hits;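 active means inhibition above a set limit, the mean inhibition across every tested compound plus 3 SD, cut at about 29% in these data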;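 further: signal is the 460 over 535 nm emission ratio of beta-lactamase substrate; 0% = agonist plus DMSO wells and 100% = wells without agonist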
Starred values were filed as active, the others as inactive; / = not tested or not shown.

Results follow in this order: M1 ag, HEK293 NFkB inh, S1P1 ag pot, Her2 expr inh, Jurkat tox 60K, S1P3 ag, HTR1E agonist, M1 antag, HTR1E antagonist
[1] O=C(NCc1cccs1)c1ccc(N2CCCCC2)nc1
    -0.016, 5, /, 159, /, /, 0.2, -0.91, 5
[2] CN1CCN(S(=O)(=O)c2cccc(S(=O)(=O)c3ccc(Cl)cc3)c2)CC1
    -1, 12, /, 94, 9, -1.2, -0.9, 0.55, 5
[3] O=C1c2ccccc2C(=O)N1Cc1ccco1
    0.45, 3, 9, 96, 6, -0.3, -0.3, -0.023, -12
[4] CCc1ccc2[nH]c(=O)c(CN(CCCN3CCOCC3)C(=O)Nc3ccc(Cl)cc3)cc2c1
    2, 23, -14, 68, 5, 0.2, 0.3, -0.57, -3
[5] O=C(Nc1cccnc1)c1cccc(S(=O)(=O)N2CCOCC2)c1
    0.022, 29, /, 105, 8, -0.4, -1.4, 0.15, -1
[6] CCOc1ccc(NC(=O)Nc2ccc3c(c2)N(C)C(=O)CS3)cc1
    -0.77, 9, 32, 83, 9, 0.3, -0.1, 0.0026, 5
[7] CCC(=O)Nc1nc2ccccc2n1Cc1ccccc1
    0.44, 1, /, 82, 3, 0.4, 0.9, 0.33, 4
[8] Cc1sc2nc3ccc(N4CCCCC4)nn3c(=O)c2c1C
    3, 13, -69, 78, 2, -0.3, -1.0, -2.3*, 4
[9] COC(=O)C1=C(C)N(C)C(C)=C(C(=O)OC)C1c1ccsc1
    1.7, 16, -19, 110, 1, -1.4, -1.3, 0.2, 20
[10] COc1ccc(-c2cn3c(C)c(C(=O)Nc4ccncc4)sc3n2)cc1
    -0.032, 20, 87, 69, 32, -1.2, 0.7, -0.91, -6
[11] O=C(OCC(=O)c1ccc(S(=O)(=O)N2CCCC2)cc1)C1=COCCO1
    -0.034, 16, /, 96, /, /, 1.4, -0.28, -4
[12] Cc1cccc(NC(=O)CSc2nnc(CSc3nc(C)cc(C)n3)n2Cc2ccco2)c1
    -0.54, 6, -11, 155, 4, 0.2, 2.1, 0.55, 4
[13] CC(C)CNC(=O)c1ccccc1NC(=O)CN(c1ccc2c(c1)OCCO2)S(C)(=O)=O
    -0.52, 1, 3, 88, -6, -0.3, -1.1, 0.66, 11
[14] C=CC(O)(C#CCN(CC)CC)c1ccccc1 (centres undefined)
    0.32, 17, 0, 94, 6, -0.8, -0.2, 0.073, 4
[15] COc1ccccc1NC(=O)C1CCCN(S(=O)(=O)c2cccc3nsnc23)C1 (centres undefined)
    -0.29, 16, 5, 165, 3, -1.4, 0.7, -0.082, 1

Results follow in this order: M1 ag, HEK293 NFkB inh, S1P1 ag pot, Her2 expr inh, Jurkat tox 60K, S1P3 ag, HTR1E agonist, M1 antag, HTR1E antagonist
[16] COc1cc(C2N3CC4(C)CN2CC(C)(C3)C4)ccc1O (centres undefined)
    -0.39, 11, /, 132, /, /, -0.4, 0.37, -5
[17] O=C(NC1CCCCC1)N1CCCc2ccccc21
    0.27, 13, /, 91, -6, -0.9, -0.9, -0.33, 11
[18] CCOc1ccc2nc(NC3=NCN(Cc4ccco4)CN3)nc(C)c2c1
    -0.58, -14, -4, 100, -4, -1.4, 1.6, -0.023, -1
[19] O=C(CN(C(=O)CCC(=O)Nc1ccccn1)c1ccc2c(c1)OCO2)NCc1ccco1
    -0.56, 16, -3, 108, 9, -0.9, 1.1, 0.003, 14
[20] Cc1onc(-c2ccccc2Cl)c1C(N)=O
    -1.2, 5, -8, 91, -1, 1.1, 0.0, 0.26, 1
[21] C(=C\CSc1nnnn1-c1ccccc1)/CSc1nnnn1-c1ccccc1
    0, 12, /, 137, /, /, 1.4, 0.41, -5
[22] COc1cc(C(=O)Nc2ccc3c(c2)OCCO3)ccc1OC(C)C
    3.7*, -15, 34, 77, 1, -1.0, 0.4, 0.73, 3
[23] CCOC(=O)c1ccc(CSc2ncn[nH]2)o1
    0.64, /, -8, 88, /, -3.4, -0.2, 0.59, -5
[24] Cc1ccc(C(=O)Nc2ccc3c(c2)OCO3)cc1S(=O)(=O)N1CCCC1
    -1.7, 3, -2, 86, 9, -1.6, -0.4, -0.018, -5
[25] O=C(Oc1ccc(OC(=O)c2ccncc2)cc1)c1ccncc1
    -0.27, 21, 9, 98, 1, -0.7, -0.5, 0.44, 12
[26] Cc1ccc(C(=O)N2CCN(C(=O)CN3CCOCC3)C2)cc1
    0.32, 16, /, 65, -1, -0.5, -0.5, -0.0078, -6
[27] O=C(O)c1cc2c([nH]c1=O)CCCC2
    0.52, 0, -6, 104, 1, -1.1, -1.9, -2.2, -5
[28] COc1ccc(-n2nc(C(=O)NCC(=O)NCC3CCCO3)c3ccccc3c2=O)cc1 (centres undefined)
    -0.38, 6, -3, 107, -9, -0.7, -0.4, 0.056, -7
[29] CCOC(=O)c1[nH]c2ccc(OC)cc2c1NC(=O)CN1CCC2(CC1)OCCO2
    -0.0017, 6, -21, 100, -2, 0.5, -0.5, 0.42, 8
[30] O=C(O)CNC(=O)CC12CC3CC(CC(C3)C1)C2
    0.52, 9, -6, 91, -4, -0.1, -0.5, -0.0097, -7

3 of the entries above in order of their number in Her2 expr inh, descending:
cpd	smiles	M1 ag	HEK293 NFkB inh	S1P1 ag pot	Her2 expr inh	S1P3 ag	HTR1E agonist	M1 antag	HTR1E antagonist
19	O=C(CN(C(=O)CCC(=O)Nc1ccccn1)c1ccc2c(c1)OCO2)NCc1ccco1	-0.56	16	-3	108	-0.9	1.1	0.003	14
25	O=C(Oc1ccc(OC(=O)c2ccncc2)cc1)c1ccncc1	-0.27	21	9	98	-0.7	-0.5	0.44	12
22	COc1cc(C(=O)Nc2ccc3c(c2)OCCO3)ccc1OC(C)C	3.7*	-15	34	77	-1.0	0.4	0.73	3

Continuation.
Results follow in this order: M1 ag, HEK293 NFkB inh, S1P1 ag pot, Her2 expr inh, Jurkat tox 60K, S1P3 ag, HTR1E agonist, M1 antag, HTR1E antagonist
[31] CC(O)/C=C/c1ccc2ccccc2n1 (centres undefined)
    -0.37, 13, 15, 51, 15, -1.3, -0.3, 1.3, 13
[32] CC(C)C1N=C2c3ccccc3N=C(SCC#N)N2C1=O (centres undefined)
    -0.28, 10, -20, 125, 4, -0.8, 0.4, 0.46, 3
[33] O=C(Cn1cnc2ccccc2c1=O)OCC(=O)c1ccc2c(c1)OCCO2
    1.4, -1, -10, 109, -6, -0.3, -0.4, 0.049, 1
[34] CCn1c(SCC(=O)N2CCc3ccccc32)nnc1-c1c[nH]c2ccccc12
    2.1, 19, /, 84, -2, -1.2, 1.1, 0.6, 4
[35] O=C1c2ccccc2C(=O)N1CCCn1nnc(-c2ccc(N3CCOCC3)cc2)n1
    -0.81, 1, 7, 82, 3, -0.7, 0.9, -0.58, -12
[36] Cc1cc2cc(CCNC(=O)CC(C)(C)C)c(=O)[nH]c2cc1C
    -0.8, -1, 8, 97, 0, -0.9, 0.3, 0.33, 10
[37] COC(=O)c1c(C(=O)OC)n(CCCN)c2ccc(C)cc12
    -1.9, 6, /, 76, /, /, 0.9, -0.43, 13
[38] COC(=O)C1=C(C)n2nnnc2NC1c1ccc(Cl)cc1 (centres undefined)
    0.084, -2, 4, 83, -4, -0.4, -0.7, -1.2, -1
[39] N#CC(C(=O)Nc1ccc(Cl)c(Cl)c1)=C1Nc2ccccc2N1
    0.02, /, 0, 138, /, -0.2, -0.1, 0.68, 12
[40] CC1Oc2ccccc2N(CC(=O)c2ccccc2)C1=O (centres undefined)
    0.56, 18, 10, 92, 9, -0.2, -0.2, 0.24, 2
[41] CCOc1ccccc1C(=O)N1CCN=C1SC
    -0.16, 18, 2, 96, -3, 0.2, -0.7, 0.012, 4
[42] C=C(C)n1c(=O)[nH]c2ccccc21
    0.18, 7, -21, 72, 1, -1.9, 0.0, -0.58, 1
[43] CC(C)[C@H](NC(=O)OC(C)(C)C)c1nnc(S(=O)(=O)Cc2c(F)cccc2Cl)o1
    -0.95, 16, 18, -13*, 32, -0.9, 1.2, -1.2, 67*
[44] Cc1cc(C)n2c(SCc3c(C)noc3C)nnc2n1
    0.34, 14, -17, 88, 5, -0.2, 0.2, -0.24, 10
[45] CNc1oc(-c2ccco2)nc1C#N
    -0.26, 17, -1, 115, -9, -0.7, -0.1, 0.1, -8

Results follow in this order: M1 ag, HEK293 NFkB inh, S1P1 ag pot, Her2 expr inh, Jurkat tox 60K, S1P3 ag, HTR1E agonist, M1 antag, HTR1E antagonist
[46] CCN1CC2=C(OC(N)=C(C#N)C2c2cccs2)/C(=C/c2cccs2)C1 (centres undefined)
    0.62, 15, /, 40, /, /, -0.3, -0.21, -1
[47] CCCCOC(=O)Nc1cccc(C(C)=O)c1
    0.3, 4, -6, 197, -5, -1.0, -0.7, -4.8*, 11
[48] Cc1cccc(NS(=O)(=O)c2ccc(Oc3ccccc3)cc2)n1
    -0.67, 2, /, 86, 6, -1.0, -0.3, -0.55, 0
[49] COc1cccc2cc(C(=O)C3=C(O)C(=O)N(Cc4ccco4)C3c3cccnc3)oc12 (centres undefined)
    -0.28, -5, -13, 76, -2, -1.3, 0.0, 0, 3
[50] O=C(Nc1ccc(N2CCCC2=O)cc1)c1cccc(F)c1
    -0.96, -30, /, 99, -3, 0.1, 0.0, 1, -2
[51] CCOC(=O)c1sc(NC(=O)C2CC=CCC2C(=O)O)nc1C (centres undefined)
    -0.96, 4, 16, 91, 2, -1.0, -0.6, -0.33, 3
[52] Cc1cccc(-n2ncc3c(N(C)C4CCCCC4)ncnc32)c1
    -0.19, 62*, 53*, 106, 6, -1.2, 0.7, 0.085, 11

Marked active in M1 ag, of those listed so far:
No.	Compound	M1 ag	HEK293 NFkB inh	S1P1 ag pot	Her2 expr inh	S1P3 ag	HTR1E agonist	M1 antag	HTR1E antagonist
22	COc1cc(C(=O)Nc2ccc3c(c2)OCCO3)ccc1OC(C)C	3.7*	-15	34	77	-1.0	0.4	0.73	3

Numbers 50–51 from above:
Results follow in this order: M1 ag, HEK293 NFkB inh, S1P1 ag pot, Her2 expr inh, Jurkat tox 60K, S1P3 ag, HTR1E agonist, M1 antag, HTR1E antagonist
[50] O=C(Nc1ccc(N2CCCC2=O)cc1)c1cccc(F)c1
    -0.96, -30, /, 99, -3, 0.1, 0.0, 1, -2
[51] CCOC(=O)c1sc(NC(=O)C2CC=CCC2C(=O)O)nc1C (centres undefined)
    -0.96, 4, 16, 91, 2, -1.0, -0.6, -0.33, 3

High-throughput results as filed in PubChem BioAssay.
